CCR6 antag = CCR6 (human) receptor antagonism; P51684; CHO-K1 CCR6 PathHunter beta-arrestin, luminescence, CCL20-stimulated; inhibition, % at 20 µM; actives 0.49% (n = 340,000); AID 493098;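 active = compounds whose inhibition of the agonist-driven luminescence signal at 20 µM reaches about 50%, limit read from the data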;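 also: cells stimulated with CCL20 at 14 nM final; plate controls were DMSO with CCL20 for no effect and DMSO without agonist for full effect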
Target sequence (P51684 whole entry, looked up): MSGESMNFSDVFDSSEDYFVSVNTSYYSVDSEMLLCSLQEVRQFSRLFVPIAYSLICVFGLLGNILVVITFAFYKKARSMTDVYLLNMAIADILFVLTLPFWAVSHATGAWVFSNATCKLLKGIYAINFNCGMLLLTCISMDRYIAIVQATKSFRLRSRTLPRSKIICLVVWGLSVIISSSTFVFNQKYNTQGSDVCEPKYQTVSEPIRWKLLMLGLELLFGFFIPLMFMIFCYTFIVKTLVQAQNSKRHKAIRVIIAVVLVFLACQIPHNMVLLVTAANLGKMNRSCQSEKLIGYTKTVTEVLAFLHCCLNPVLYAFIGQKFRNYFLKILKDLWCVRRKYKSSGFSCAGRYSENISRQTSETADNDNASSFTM
697 NFkB inh = inhibitors of the PMA/ionomycin-induced NF-kB reporter in 697 B cells. actives 0.33% (n = 330,000). 697 B-cell NF-kB luciferase reporter, 16 h. inhibition, % at 4 µM; in the data active = inhibition above about 35%
Gli-Sufu block = Gli-Sufu pathway antagonism; Sufu-KO-LIGHT fibroblasts, Gli luciferase reporter luminescence; inhibition, % at 5 µM; actives 0.74% (n = 340,000);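 active = inhibition above about 55%, limit read from the data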;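 also: 0% = DMSO-treated cells and 100% = wells with medium but no cells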
CXCR6 inh = blocks human CXCR6 beta-arrestin recruitment | inhibition, % at 20 µM | O00574 | CHO-K1 PathHunter CXCR6 beta-arrestin, luminescence | AID 602244 | actives 0.36% (n = 360,000); in the data active = inhibition above about 34%, passing the limit was not always enough;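 also: antagonist mode with CXCL16 agonist at 10 nM final; 0% = 10 nM CXCL16 with DMSO and 100% = unstimulated wells without agonist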
Target sequence (O00574 whole entry, looked up): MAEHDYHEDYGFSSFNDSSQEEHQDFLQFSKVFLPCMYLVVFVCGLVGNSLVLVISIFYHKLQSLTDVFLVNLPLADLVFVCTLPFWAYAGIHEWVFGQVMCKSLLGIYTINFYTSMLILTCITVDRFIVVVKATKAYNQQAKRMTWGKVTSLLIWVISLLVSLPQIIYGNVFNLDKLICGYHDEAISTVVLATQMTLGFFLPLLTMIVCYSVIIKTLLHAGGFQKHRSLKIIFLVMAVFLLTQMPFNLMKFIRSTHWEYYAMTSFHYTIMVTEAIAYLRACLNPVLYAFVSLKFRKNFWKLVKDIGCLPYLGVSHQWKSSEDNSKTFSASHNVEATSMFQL
EBI2 block = blocks human EBI2 receptor beta-arrestin signaling | P32249 | EBI2 beta-arrestin recruitment, luminescence, 7a,25-OHC stimulated | inhibition, % at 5 µM | actives 0.81% (n = 360,000) | AID 651636; in the data active = inhibition above about 38%;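 also: enzyme fragment complementation signal reports receptor beta-arrestin coupling in cells; 0% = agonist plus DMSO wells and 100% = wells without agonist; some results beyond the cut were filed as inactive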
APJ antag = blocks the human apelin receptor APJ; actives 0.32% (n = 330,000); P35414; inhibition, % at 20 µM; CHO-K1 APJ beta-arrestin complementation, luminescence;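 active = inhibition above about 40% at 20 µM, limit read from the data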;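 also: cells challenged with 10 nM apelin-13 agonist together with compound; plate controls were apelin-13 plus DMSO wells for no effect and DMSO wells lacking apelin-13 for full effect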
Jurkat NFkB inh = lowers PMA/ionomycin-induced NF-kB signal in Jurkat cells. PMA/ionomycin-induced NF-kB luciferase reporter, luminescence. inhibition, % at 4 µM. actives 0.53% (n = 330,000); in the data active = inhibition above about 50%
UBC13 inh = human UBC13 polyubiquitination inhibition. P61088. UBC13 polyubiquitin chain formation, TR-FRET. inhibition, % at 20 µM. actives 0.47% (n = 330,000). AID 485273; in the data active = inhibition above about 45%, passing the limit was not always enough
Target sequence (P61088 whole entry, looked up): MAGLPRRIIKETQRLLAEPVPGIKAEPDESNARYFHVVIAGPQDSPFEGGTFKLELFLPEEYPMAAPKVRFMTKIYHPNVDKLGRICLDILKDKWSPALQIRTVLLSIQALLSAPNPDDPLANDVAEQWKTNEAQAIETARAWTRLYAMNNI
Active calls of the source: *; nt = no result given.

SMILES	CCR6 antag	697 NFkB inh	Gli-Sufu block	CXCR6 inh	EBI2 block	APJ antag	Jurkat NFkB inh	UBC13 inh
CCOc1ccc(S(=O)(=O)/N=C(/Nc2ccc(C)c(S(=O)(=O)N3CCOCC3)c2)c2ccccc2)cc1	4.9	4.3	4.0	2.4	0.3	-4.4	15.0	5.4
NC(=O)C1CCN(C(=O)CCSCc2ccc(Cl)c(Cl)c2)CC1	3.6	2.6	-14.9	2.2	-11.3	10.8	0.7	3.9
Cc1cc(C)cc(NS(=O)(=O)c2c(C)[nH]c(=O)[nH]c2=O)c1	2.4	12.4	5.0	1.5	-11.4	-0.6	-19.1	-0.7
O=C(Cc1ccc(Cl)cc1)Nc1ccc(N2CCCC2)cc1	35.7	-11.6	10.8	3.2	0.7	3.3	-7.7	-28.0
COc1ccc2[nH]c(C(=O)O)c(NS(=O)(=O)c3ccc(F)cc3)c2c1	1.5	-17.4	-2.0	-3.9	-17.3	0.2	22.3	-3.7
COc1ccc(/C=N/NC(=O)c2cccnc2)cc1	-3.9	-9.3	13.9	-3.6	-10.0	-10.1	-28.2	-3.8
Cc1cc(=O)oc(C)c1C(=O)NCc1ccco1	-0.1	-1.0	2.9	-4.8	0.8	7.6	7.9	-3.4
O=C(Nc1nnc(-c2ccc3c(c2)CCCC3)o1)c1ccc(Cl)cc1Cl	20.1	1.8	-2.9	26.5	-3.5	-5.5	6.2	-19.4
O=C(Oc1cccc(C(=O)N2CCOCC2)c1)c1ccc(Br)cc1	-11.8	3.7	3.7	-8.4	-2.8	10.6	17.8	6.0
COc1ccccc1C(=O)N/C(=C\c1ccc(Br)cc1)C(=O)NCCO	-14.3	-12.3	-6.0	-0.2	-7.4	-14.8	-1.0	-10.5
Cc1nc(NC2CCCCC2)c2nnn(Cc3ccccc3Cl)c2n1	-5.8	-40.8	nt	-4.2	-4.2	-2.1	-1.2	1.0
COc1ccc(S(=O)(=O)N2CCSC2c2ccccc2)cc1 (stereo unspecified)	8.1	16.9	-3.2	-2.4	8.7	15.5	-12.7	-7.4
COc1cccc(NC(=S)NC(=O)/C=C/c2ccc(F)cc2)c1	-20.5	-7.5	-0.6	-1.8	-18.1	-81.2	1.9	-10.2
C/C(=N\NC(=O)c1ccc(OC2CCCC2)cc1)c1ccc(C)s1	4.5	18.2	-6.5	5.6	-1.8	19.0	-3.5	5.0
CC(=O)COc1ccc2c3c(c(=O)oc2c1C)CCCCC3	0.8	-56.8	-41.0	-10.6	-7.4	5.8	-84.1	25.4
C[C@@H]1C=C[C@](Cc2ccccc2)(C(=O)O)N1C(=O)c1ccccc1	-9.0	13.4	-8.1	-17.1	-3.4	-49.7	15.4	-1.3
CC(C)N(C(=O)COC(=O)c1cc(Cl)cc(Cl)c1N)C(C)C	2.1	9.2	3.7	-0.6	10.7	-6.9	-0.2	13.4
Cc1ccc(OCC(=O)c2ccc(Cl)s2)c([N+](=O)[O-])n1	-8.1	-6.0	-6.4	-13.1	-2.3	0.9	6.3	6.2
Cc1ccccc1OCCCC(=O)Nc1ccc(Br)cc1	29.3	11.2	3.4	4.7	-0.2	0.9	-6.2	-0.9
O=C(Nc1nncs1)c1cc2c(s1)CCC2	5.2	-13.5	-47.1	1.0	2.3	11.3	-25.0	-5.7
Cn1ncc2c(N3CCCCC3)nc(NCCCO)nc21	-3.1	4.1	5.5	-2.9	-3.2	13.0	4.6	0.4
Cc1ccc(C(=O)OCC(=O)NCCNC(=O)COC(=O)c2ccc(C)o2)o1	-2.4	-5.8	-6.6	3.2	-10.7	12.5	-6.9	-1.1
CCCn1c(SCC(=O)Nc2ccc3c(c2)OCO3)n[nH]c1=O	3.7	5.5	-10.8	-2.3	0.1	6.2	-5.6	15.0
CCCC(O)(CCC)C(=O)NN(C(=O)OC)c1ccccc1	17.6	nt	-0.8	6.5	9.3	nt	nt	nt
N/C(=N\OC(=O)CCC1CCCC1)c1ccncc1	7.3	8.8	0.0	-2.6	-8.5	-3.7	3.5	0.8
CC1=C(C(=O)OC(C)C)C(c2ccc(F)cc2)NC(=O)N1 (stereo unspecified)	-5.5	13.5	3.6	-0.9	1.2	-1.9	-11.2	-6.6
CCCN1C=CC(=C/C=C(\C#N)C(=O)OCC)C=C1	nt	-89.6	nt	nt	nt	13.5	-71.0	-478.2
Cc1ccc(CNC(=O)c2c(-c3ccccc3)noc2C)cc1	10.8	14.6	17.2	4.4	0.2	-4.3	9.1	9.0
CSc1ccc(-c2nnn(CC(=O)NCc3ccccc3)n2)cc1	9.8	-10.2	3.3	-15.7	-1.0	0.2	12.3	-6.0
COc1ccc(C)cc1NS(=O)(=O)c1cn(C)nc1C	-1.9	14.2	3.2	2.8	-1.4	0.7	-5.5	3.3
COc1cc(F)c(C2=CC(=O)C[C@H](c3ccc(F)cc3)C2)cc1F	15.1	-10.2	-1.4	4.5	26.4	3.2	-3.0	3.5
Cc1ccc(CN2CCN(Cc3ccco3)CC2)cc1	4.9	5.3	8.2	5.0	5.2	-31.1	5.4	2.3
O=Cc1cn(CC(=O)N2CCCCCC2)c2ccccc12	6.2	27.8	-6.3	-0.2	3.4	-3.6	0.6	1.9
Cc1noc(C)c1S(=O)(=O)N1CCC(C(=O)NCCN2CCC(C)CC2)CC1	-4.4	2.0	5.1	1.2	-2.4	-9.6	-6.7	0.6
CC(C)NC(=O)N(C)C[C@@H]1Oc2c(NS(=O)(=O)c3ccccc3)cccc2C(=O)N([C@@H](C)CO)C[C@@H]1C	-3.0	12.8	-10.2	-0.1	-1.9	16.7	1.8	14.8
COc1ccccc1-c1nnc(SCC(=O)Nc2cccnc2Cl)n1C	4.7	4.5	5.0	7.9	2.5	14.3	9.9	-4.5
Cc1ccccc1C(=O)N1CCN=C1SCc1ccc([N+](=O)[O-])cc1	10.6	-14.0	41.6	-3.2	14.9	18.5	6.3	-6.3
CN(C)Cc1c(C(=O)N/N=C/c2ccccc2OCc2ccc(F)cc2)nnn1-c1nonc1N	11.3	-39.0	-13.0	4.4	-18.2	4.0	-1.6	-7.4
O=c1c2c3c(sc2nc(N2CCNCC2)n1CCc1ccccc1)CCCCC3	6.0	19.1	7.1	-9.7	2.4	-3.5	-8.8	18.6
O=C1COc2ccc(C(=O)COC(=O)c3ccccc3F)cc2N1	7.2	10.7	9.8	-7.8	-11.7	5.0	7.6	-0.9
Cc1ccc(N2C(=O)CC(Nc3cccc4ccccc34)C2=O)cc1 (stereo unspecified)	15.1	-11.4	-7.0	-5.6	-2.4	-8.9	-7.1	-5.5
Cc1ccc(-n2c(N)c(C(N)=O)sc2=S)c(C)c1	-9.3	30.1	3.0	0.6	0.2	12.6	-9.4	6.3
C/C=C(/C)C(=O)O[C@@H]1c2cc3c(c(OC)c2-c2c(cc(OC)c(OC)c2OC)[C@@H](OC(C)=O)[C@@H](C)[C@H]1C)OCO3	8.4	31.4	-7.6	6.5	6.4	-27.2	21.4	-2.7
O=C(OCC(=O)N1CCCCCC1)c1cccs1	-25.9	-60.1	-13.8	-2.6	3.9	3.0	-57.8	-8.5
CC(C)C(c1nnnn1Cc1ccc(F)cc1)N1CCN(Cc2ccc3c(c2)OCO3)CC1 (stereo unspecified)	5.8	-13.6	2.7	-4.5	19.2	0.9	-7.0	4.3
O=C1CCC(=O)c2oc3ccccc3c2N1	11.2	7.2	48.0	-7.5	-3.6	14.2	0.2	-0.3
S=C(NC1CCCC1)N1CCN(C/C=C/c2ccccc2)CC1	11.8	-10.2	6.0	-10.6	-6.9	12.6	13.4	9.3
CC(=O)C[C@H](O)CC(=O)[C@H]1OC(=O)CCCCCCCCc2ccccc21	6.9	-12.0	-2.9	3.3	-0.2	-5.1	-1.1	-14.8
CCOC(=O)Cc1cc(=O)[nH]c(/N=C(\N)Nc2ccc(C)c(C)c2)n1	16.1	-3.3	14.2	1.2	6.6	3.5	23.3	2.8
O=C1CC(N2CCN(c3ccc(O)cc3)CC2)C(=O)N1c1ccc2c(c1)OCO2 (stereo unspecified)	-9.2	19.6	-11.1	-5.7	-3.5	-8.1	1.5	-0.2
The list goes on:
SMILES	CCR6 antag	697 NFkB inh	Gli-Sufu block	CXCR6 inh	EBI2 block	APJ antag	Jurkat NFkB inh	UBC13 inh
COc1ccc2nc(C)cc(SCC(=O)NNC(=O)COc3ccc(C)cc3)c2c1	-14.5	14.4	1.6	-1.9	67.0*	18.2	13.2	-5.5
COc1ccc(OC)c(/C=N/NC(=O)CCN2CCN(C(c3ccccc3)c3ccccc3)CC2)c1	9.8	1.0	21.7	7.6	12.7	-20.4	4.7	14.6
O=c1[nH]ncc(N2CCN(Cc3ccccc3)CC2)c1Cl	5.0	16.5	-7.3	-3.3	3.0	-0.9	0.8	0.1
Cc1cccc(CSC2=NCCN2C(=O)c2ccc(S(=O)(=O)N(C)C)cc2)c1	16.8	-3.7	-23.5	10.7	-4.1	-2.3	-0.7	1.4
Cc1ccc(SC[C@H](c2ccccc2)N2CCN(C)CCC2=O)cc1	-4.1	-11.1	-32.9	-3.7	-5.4	10.6	-31.5	1.2
CN(C(=O)c1cc(COc2c(F)cccc2F)on1)C1CCOC1 (stereo unspecified)	13.1	-18.8	-16.7	-0.2	-9.0	-18.9	-7.6	0.3
COc1ccc(C(C(=O)NCC2CCCO2)N(C(=O)Cn2nnc3ccccc32)c2ccc(NC(C)=O)cc2)c(OC)c1 (stereo unspecified)	8.7	5.2	9.4	0.0	-18.1	1.5	11.1	-1.7
Cc1nc(CN2CCN(C(=O)CCc3nnc(Cc4c[nH]c5ccccc45)o3)CC2)cs1	12.9	1.3	6.2	-1.9	-5.8	21.1	10.5	-15.4
COC(=O)c1[nH]c2ccc(C)cc2c1NC(=O)C1=COCCO1	18.6	5.6	6.3	-8.3	-4.9	-8.0	-5.7	-7.6
COc1cccc(Nc2nnc(SCN3C(=O)c4ccccc4C3=O)s2)c1	3.2	-36.6	-13.3	-6.5	-0.6	-16.2	-22.9	13.6
O=C(Cc1c[nH]c2ccccc12)NCc1ccncc1	16.1	-5.3	-4.0	-1.4	-10.1	8.4	-8.3	9.1
COc1cc(C2C(C#N)=C(N)Oc3c2ccc2ccccc32)ccc1OCC(=O)Nc1cccc(C)c1 (stereo unspecified)	5.2	-10.6	3.7	3.1	20.1	-26.4	-7.7	-20.8
CC(COc1cccc2ccccc12)CN1CCN(C)CC1 (stereo unspecified)	8.9	-18.3	11.2	7.8	3.0	-8.2	1.4	20.1
O=C(Nc1cccc(-c2cn3ccccc3n2)c1)c1ccccc1	-2.0	-69.8	-53.7	-0.3	0.1	-7.7	-24.3	14.2
O=C(OCC(=O)N1CCOCC1)c1ccc2ccccc2c1O	5.0	-52.7	-35.7	-10.2	7.2	-5.8	-45.0	4.4
Cc1nnc(SCc2ccc(F)cc2)s1	1.7	-54.0	-20.9	-3.3	-7.1	-0.5	-26.5	-9.8
COc1ccc(S(=O)(=O)N2CCOCC2)cc1C(=O)N(C)Cc1ccco1	6.3	0.5	4.8	1.8	-1.8	4.1	-8.5	-8.7
Cc1cccc(N2CCN(C(=O)C3CCN(S(=O)(=O)N4CCOCC4)CC3)CC2C)c1 (stereo unspecified)	1.9	-25.4	9.8	-0.6	3.3	2.8	-0.5	-7.6
Cc1ccc(C(=O)OCC(=O)N(CC(C)C)c2c(N)n(Cc3ccccc3)c(=O)[nH]c2=O)o1	5.5	40.4*	6.4	-10.1	-5.7	10.5	15.7	-5.2
COc1ccc(C(C(=O)NC2CCCCC2)N(C(=O)c2csnn2)C2CC2)cc1 (stereo unspecified)	4.6	8.4	16.2	-1.5	-2.3	20.2	-11.6	-1.1

Single records, as listed above:
Shown for `S=C(NC1CCCC1)N1CCN(C/C=C/c2ccccc2)CC1` → CCR6 antag = 11.8; 697 NFkB inh = -10.2; Gli-Sufu block = 6.0; CXCR6 inh = -10.6; EBI2 block = -6.9; APJ antag = 12.6; Jurkat NFkB inh = 13.4; UBC13 inh = 9.3
Shown for `CCCC(O)(CCC)C(=O)NN(C(=O)OC)c1ccccc1` → CCR6 antag = 17.6; 697 NFkB inh = nt; Gli-Sufu block = -0.8; CXCR6 inh = 6.5; EBI2 block = 9.3; APJ antag = nt; Jurkat NFkB inh = nt; UBC13 inh = nt

High-throughput results: PubChem BioAssay, Sanford-Burnham Center for Chemical Genomics
